# Source: PubChem
# Growth percent in the NCI-60 one-dose screen (48 h, 10 µM unless noted): 100 = growth as untreated, 0 = no growth, -100 = all killed.
# SF-539: SF-539 CNS cancer | 81,000 compounds, 6.8% hits
# HT29: HT29 colon cancer | 81,000 compounds, 7.4% hits | AID 1794748
# HCC-2998: HCC-2998 colon cancer; 79,000 compounds, 4.7% hits; AID 1794799
# SNB-19: SNB-19 CNS cancer cells | 81,000 compounds, 2.5% hits
# SNB-75: SNB-75 CNS cancer | 79,000 compounds, 5% hits | AID 1794750
# SF-295: SF-295 CNS cancer cells. AID 1794758. 79,000 compounds, 5.6% hits
# KM12: KM12 colon cancer cells; 82,000 compounds, 5% hits
# SW-620: SW-620 colon cancer | 82,000 compounds, 5.2% hits
# SF-268: SF-268 CNS cancer cells | 82,000 compounds, 3.1% hits
# Numbers without * were called inactive; x = no result given; & = joins results of further samples. The calls were made as follows: active = growth percent below 10; inactive = the rest. This is a random part of the collection (roughly 11% active in at least one column).
cpd	smiles	SF-539	HT29	HCC-2998	SNB-19	SNB-75
1	COc1ccc(OC)c(-c2cc(-c3ccc(Cl)cc3)c(C#N)c(SCC(=O)c3ccc(Cl)cc3)n2)c1	67	86	99	101	63
2	CC1=NN(Cc2nc(-c3ccccc3)n[nH]2)C(=O)C1	106	110	114	100	99
3	COc1ccc(C2=NN(c3nc(-c4ccc(OC)cc4)c(C#N)c(=O)n3C)C(=O)CC2)cc1	94	109	92	97	87
4	CC12c3ccccc3C(C)(c3ccccc31)C(NS(=O)(=O)c1ccc(Cl)cc1)C2O (configuration not stated)	105	96	102	98	62
5	COc1cccc(-c2nn(-c3ccccc3)cc2-c2ccnc(-c3cccnc3)c2)c1	90	97	96	98	93
6	CCOc1ccc(NC(=O)c2ccoc2COc2ccc(C)cc2)cc1	100	103	96	95	87
7	CCC(=O)Oc1ccc2c(c1)CC[C@@H]1[C@@H]2CC[C@]2(C)C[C@H](OC(=O)CC)C[C@@H]12	77	110	85	78	46
8	CCCCCCn1c(-c2ccc(-c3nc(-c4ccc(Cl)cc4)no3)cc2)nc(-c2ccccc2)c1-c1ccccc1	97	105	113	107	82
9	CCn1c(Sc2nnc(NC(=O)CN3CCOCC3)s2)nc2c1c(=O)n(C)c(=O)n2C	102	108	105	102	101
10	CCOC(=O)C1c2cccc(O)c2CCN1C(C)=O (configuration not stated)	97	104	107	96	101

cpd	SF-295	KM12	SW-620	SF-268
1	84	86	88	94
2	107	103	98	95
3	94	107	108	100
4	84	99	100	82
5	89	95	109	95
6	92	95	107	88
7	52	53	48	80
8	103	107	93	101
9	109	104	102	102
10	109	101	111	98

# Further entries follow:
cpd	smiles	SF-539	HT29	HCC-2998	SNB-19	SNB-75
11	C=C(C)C(=O)O[C@H]1C[C@@]2(C)OC(=CC2=O)[C@H](C)[C@H](O)[C@H]2OC(=O)C(=C)[C@@H]21	75	96	114	106	77
12	CCCCS(=O)(=O)Nc1ccc(Cl)cc1	114	108	101	105	106
13	Cn1cc(-c2ccc3cc(-c4ccc(CC(=O)Nc5cc(C(C)(C)C)nn5C)cc4)cnc3c2)cn1	16	23	33	29	3.8*
14	O=C(O)c1nc2ccccc2[nH]1	93	92	99	105	98
15	COc1ccc(N=Nc2c(N)n[nH]c2N)cc1	97&101	114&105	107&106	95	96&101
16	C/C(=C\CCc1ccoc1)CC/C=C(\C)CCCNc1ccc(F)cc1	90	79	111	98	94
17	Nc1ccccc1/C=C1\Cc2ccccc2C1=O	97&101	119&112	105&103	93&97	81&87
18	NC1=Nc2cc(OCCCN3CCCC3)c(OCC3CC3)cc2C12CCCC2	89	59	99	94	64
19	O=C(CN1CCN(c2cc3c(cc2F)c(=O)c(C(=O)O)cn3C2CC2)CC1)Nc1ccc(Cl)cc1	86&87	100&58	103&86	91&83	80
20	NC(Cc1ccc(O)cc1)C(=O)O (configuration not stated)	95&92&90	110&112&100	103&91&94	102&102&94	106&84

cpd	SF-295	KM12	SW-620	SF-268
11	94	84	17	80
12	98	111	106	108
13	17	-33*	20	17
14	98	102	112	100
15	92&99	115&110	112&99	107&103
16	102	96	91	90
17	98&94	103&97	96&108	115&104
18	85	95	88	70
19	97&88	94&83	110&101	92&91
20	106&98&105	105&103&107	98&106&109	102&104&110

# A draw from above in order of SMILES length, ascending.
cpd	smiles	SF-539	HT29	HCC-2998	SNB-19	SNB-75
15	COc1ccc(N=Nc2c(N)n[nH]c2N)cc1	97&101	114&105	107&106	95	96&101
16	C/C(=C\CCc1ccoc1)CC/C=C(\C)CCCNc1ccc(F)cc1	90	79	111	98	94
18	NC1=Nc2cc(OCCCN3CCCC3)c(OCC3CC3)cc2C12CCCC2	89	59	99	94	64

cpd	SF-295	KM12	SW-620	SF-268
15	92&99	115&110	112&99	107&103
16	102	96	91	90
18	85	95	88	70

# Next section.
cpd	smiles	SF-539	HT29	HCC-2998	SNB-19	SNB-75
21	Cc1ccc(S(=O)(=O)Nc2nc(Cl)c(C#N)c(-c3ccc(Cl)cc3)n2)cc1	97	111	113	95	95
22	C=C1C[C@@H]2NC(=O)C(=O)N(C(c3ccccc3)c3ccccc3)[C@H]2[C@]1(C#N)CC	115	101	111	97	89
23	O=C(Cn1c(=O)[nH]c2ccccc2c1=O)N1CCCCC1	96	100	104	92	110
24	O=c1nc(/C=C/c2ccc(Br)cc2)oc2ccccc12	101	70	42	98	73
25	CCC1([N+](=O)[O-])COC(c2ccc(C(C)C)cc2)OC1 (configuration not stated)	106	97	x	103	101
26	CC1=N/C(=C/c2ccccc2)C(=O)O1	103	118	107	100	x
27	Nc1cccc2c1C(=O)c1ccccc1C2=O	103	98	152	98	101
28	Cc1ccc(C(c2ccccc2C)C(Cl)(Cl)Cl)cc1 (configuration not stated)	101	112	113	117	88
29	O=C1CCC(=O)N1CN1CCN(c2cc(=O)[nH]c3ccc(F)cc23)CC1	97	109	95	97	87
30	S=C(S)NCCc1c[nH]c2ccccc12	101	110	115	96	x

cpd	SF-295	KM12	SW-620	SF-268
21	107	102	115	85
22	93	98	111	99
23	99	101	105	112
24	84	105	99	93
25	102	99	103	106
26	90	96	101	103
27	100	90	96	90
28	94	118	112	117
29	116	101	101	99
30	96	97	101	90

# Complete entries from above. Screens in order: SF-539 | HT29 | HCC-2998 | SNB-19 | SNB-75 | SF-295 | KM12 | SW-620 | SF-268
# Profile of Nc1cccc2c1C(=O)c1ccccc1C2=O = 103 | 98 | 152 | 98 | 101 | 100 | 90 | 96 | 90
# Profile of Cc1ccc(S(=O)(=O)Nc2nc(Cl)c(C#N)c(-c3ccc(Cl)cc3)n2)cc1 = 97 | 111 | 113 | 95 | 95 | 107 | 102 | 115 | 85
# Profile of O=c1nc(/C=C/c2ccc(Br)cc2)oc2ccccc12 = 101 | 70 | 42 | 98 | 73 | 84 | 105 | 99 | 93
# Profile of O=C1CCC(=O)N1CN1CCN(c2cc(=O)[nH]c3ccc(F)cc23)CC1 = 97 | 109 | 95 | 97 | 87 | 116 | 101 | 101 | 99

# Later entries
cpd	smiles	SF-539	HT29	HCC-2998	SNB-19	SNB-75
31	CC(C)(C)OC(=O)N1Cc2cc3ccccc3nc2C1CO (configuration not stated)	96	101	x	111	77
32	C=CCNC(=S)NNc1cc(=O)[nH]c2ccc(Cl)cc12	98	103	110	95	89
33	COc1cc(-c2ccc[nH]2)[nH]c1/C=C1\N=C(C)C(CC(=O)OCC(C)(C)C)=C1C	-69*	-60*	-81*	-33*	-24*
34	COc1ccc(NC(=O)CSc2nc3ccc(OC)cc3[nH]2)cc1	105	107	112	90	89
35	COc1c(B(O)O)cc(F)cc1-c1nc2ccc3[nH]ncc3c2c2c1CCCC2	-13*	13	5.3*	11	-95*
36	c1ccc2c(Nc3cccc4ccccc34)cccc2c1	57	16	78	x	21
37	CCCCCCCCC(=O)OCCCC(CCC(CCC1CCCO1)OC(=O)CCCCCCCC)OC(=O)CCCCCCCC (configuration not stated)	97	93	123	x	94
38	COc1ccc(/C=c2/nc3n(-c4ccccc4)c4n(n-3c2=O)N(N)/C(=N/N)NN=4)cc1	101	111	102	105	95
39	Cc1ccc(-c2cc(Cc3cccs3)c(=O)n(Cn3cnc4nc[nH]c4c3=O)n2)cc1	88	x	109	98	102
40	CSc1nn2c(-c3ccc4ccccc4c3)ccnc2c1C#N	26	2.8*	52	18	-7.7*

cpd	SF-295	KM12	SW-620	SF-268
31	93	106	95	102
32	100	96	94	96
33	-82*	-90*	-65*	-71*
34	91	94	97	91
35	11	-3.5*	5.7*	9.4*
36	69	34	19	73
37	94	103	100	96
38	x	106	102	100
39	105	108	110	100
40	8.4*	5.7*	9.1*	45

# The closing 3 entries of the part above open the next one:
cpd	smiles	SF-539	HT29	HCC-2998	SNB-19	SNB-75
38	COc1ccc(/C=c2/nc3n(-c4ccccc4)c4n(n-3c2=O)N(N)/C(=N/N)NN=4)cc1	101	111	102	105	95
39	Cc1ccc(-c2cc(Cc3cccs3)c(=O)n(Cn3cnc4nc[nH]c4c3=O)n2)cc1	88	x	109	98	102
40	CSc1nn2c(-c3ccc4ccccc4c3)ccnc2c1C#N	26	2.8*	52	18	-7.7*
41	Cc1[nH]c2ccc([N+](=O)[O-])cc2c1C	94	89	93	127	109
42	N#Cc1c(-c2ccccc2)cc(-c2ccccc2)n(CCCCC(=O)NO)c1=O	24	19	29	43	-8.4*
43	Nc1ccccc1-c1cc2c(c3c1[nH]c1ccccc13)CCCCCC2	121	90	107	101	95
44	COC(=O)C1CCc2ccccc2C1=O (configuration not stated)	98	100	107	91	83
45	CCOC(=O)CN1/C(=N/c2sc3c(c2C(=O)OCC)CCSC3)SC(=O)/C1=C\C(=O)OC	95	93	99	100	x
46	CCOC(=O)c1nn(-c2ccccc2)c(=O)c2c(N)c(C(=O)OC)c(C(=O)OC)cc12	102	102	105	100	61
47	CCOc1c(C#N)c(Nc2ccc(S(N)(=O)=O)cc2)c(C#N)c2nc(=O)nc(Nc3ccccc3)n12	99	105	105	88	97
48	CCOC(=O)CC(c1ccccc1)N1CCCCC1 (configuration not stated)	110	107	110	114	118
49	COc1cccc(Br)n1	107	100	99	125	103
50	O=S(=O)(O)c1ccc(N=Nc2ccc(O)c3ccccc23)cc1	103	108	100	104	96

cpd	SF-295	KM12	SW-620	SF-268
38	x	106	102	100
39	105	108	110	100
40	8.4*	5.7*	9.1*	45
41	85	89	108	97
42	1.6*	23	11	43
43	105	94	94	92
44	101	99	x	95
45	99	100	96	94
46	105	104	105	97
47	108	102	102	97
48	104	107	x	103
49	95	94	102	106
50	95	105	97	107

# Later entries
cpd	smiles	SF-539	HT29	HCC-2998	SNB-19	SNB-75
51	COc1cc(C(=O)NNS(=O)(=O)c2ccc(C)cc2)cc(OC)c1OC	99	109	x	103	87
52	CCCC(CC)N(c1ccc(OC)cc1)c1nc(-c2ccc([N+](=O)[O-])cc2)cs1 (configuration not stated)	96	89	102	96	97
53	CCCCCCCCCCCCNCc1ccccc1	92	76	79	94	109
54	Cc1cc([N+](=O)[O-])cc[n+]1[O-]	103	114	107	106	102
55	CCNc1ccc2ccccc2c1N=Nc1ccc(N=Nc2ccccc2)cc1	104	112	110	112	100
56	Cc1ncc(/C=c2\sc3n(c2=O)NC2C(N=3)N(C)C(=O)N2C)n1C (configuration not stated)	98	103	103	100	83
57	O=C(C[P+](c1ccccc1)(c1ccccc1)c1ccccc1)C[P+](c1ccccc1)(c1ccccc1)c1ccccc1	-98*	-77*	-84*	20	-23*
58	O=C(Cn1nncc1CN1C(=O)CSC1=O)Nc1ccc(F)cc1F	102	116	117	100	83
59	O=C1/C(=C/c2ccc(Cl)c(Cl)c2)SC(=S)N1C1c2ccccc2Oc2ccccc21	95	95	99	107	91
60	O=C1NC(=C(Cl)Cl)/C(=N/S(=O)(=O)NC2CCC2)N1	108	109	109	96	96

cpd	SF-295	KM12	SW-620	SF-268
51	101	107	102	102
52	103	90	90	105
53	107	127	102	93
54	108	111	107	103
55	107	105	100	117
56	104	101	102	105
57	-72*	-76*	-72*	-86*
58	106	100	101	99
59	94	86	103	96
60	102	92	108	95

# Continued.
cpd	smiles	SF-539	HT29	HCC-2998	SNB-19	SNB-75
61	CCCCCCCCCCCCCC1=NC(C)(C)CN1C(C)C	-79*	-58*	-91*	29	-41*
62	N#Cc1nc(-c2cccs2)oc1NC1CCS(=O)(=O)C1 (configuration not stated)	108	96	100	111	87
63	COc1cc2[nH]c(=O)c3c4ncccc4cn3c2cc1OC	89	27	79	71	101
64	COC(=O)C1CC(O)C(O)C(O)C1 (configuration not stated)	109	107	106	111	100
65	CC1(C)CC2(C)CC(=O)C1C(C(=O)O)C2C(=O)O (configuration not stated)	108	x	103	113	96
66	O=C1/C(=C/c2cc(Cl)cc(Cl)c2)Cc2cc(Cl)cc(Cl)c21	102	102	111	97	93
67	COc1ccc(C(=O)Nc2cccc(-c3cc(=O)c4ccccc4o3)c2)c(OC)c1OC	96	91	99	97	88
68	C[N+](C)(C)CC(=O)N/N=C1/c2ccccc2NC1O (configuration not stated)	102	107	120	109	84
69	COc1ccc(/C=C\c2nc3ccccc3s2)cc1OP(=O)(O)O	-10*	104	67	29	-2.1*
70	Cc1c(C(C)C)cc(C(C)C)cc1C(C)C	102	110	100	x	91
71	S=C1SCCN1Cc1ccccc1	100&97	97&101	101&96	96&93	82&94
72	N#Cc1ccc(C2SCC(=O)N2NC(=O)C(O)(c2ccccc2)c2ccccc2)cc1 (configuration not stated)	98	103	x	104	97

cpd	SF-295	KM12	SW-620	SF-268
61	-53*	-75*	-67*	-53*
62	100	104	105	93
63	55	73	53	74
64	96	108	100	108
65	105	107	108	105
66	96	88	100	104
67	98	97	100	97
68	110	104	106	104
69	41	31	23	60
70	96	116	104	116
71	100&98	102&106	103&99	104&105
72	103	97	96	110
